D2 antag: HTS Assay for Allosteric Antagonists of the Human D2 Dopamine Receptor: Primary Screen for Antagonists | HEK293 TREx D2 cells, calcium flux, dopamine EC80 | inhibition, % at 10 µM | 340,000 compounds, 2% hits | AID 485344, 2010; in the data active = inhibition above about 30%; also: 0% is about no effect
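Dopamine at EC80 is the agonist stimulus; test compounds precede it by 180 s. Calcium flux read kinetically in a force-coupled, inducible HEK293 T-REx D2 cell line.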
TRHR ag: qHTS for Small Molecule Agonists and Allosteric Enhancers of Human TRH Receptor: Primary Screen for Agonists. Thyrotropin-releasing hormone receptor (Homo sapiens), P34981. TRHR cells, calcium flux fluo-8, FDSS agonist mode. activation, % at 2 µM. 360,000 compounds, 0.18% hits. AID 493084, 2011; in the data active = activation above about 30%; also: 0% is about no effect
Target sequence (P34981 whole entry, looked up): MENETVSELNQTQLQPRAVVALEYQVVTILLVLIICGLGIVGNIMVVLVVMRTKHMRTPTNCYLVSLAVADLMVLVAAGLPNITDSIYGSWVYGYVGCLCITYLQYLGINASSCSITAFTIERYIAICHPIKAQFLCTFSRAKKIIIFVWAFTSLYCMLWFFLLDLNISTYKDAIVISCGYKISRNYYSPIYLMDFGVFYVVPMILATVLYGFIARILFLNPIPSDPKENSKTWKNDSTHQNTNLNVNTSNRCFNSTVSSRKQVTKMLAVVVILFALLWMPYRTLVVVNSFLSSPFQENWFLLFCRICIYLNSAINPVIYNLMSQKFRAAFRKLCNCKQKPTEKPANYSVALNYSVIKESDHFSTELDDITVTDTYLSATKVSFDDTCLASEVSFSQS
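Steps: seed TRHR cells overnight; add fluo-8 no-wash Ca dye, RT 30 min–1.5 h; record 10 s baseline; pin-transfer compounds; monitor fluorescence 1 cycle/s for the agonist window. Calcium increases flag candidate agonists.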
USP1 inh: Inhibitors of USP1/UAF1: Primary Screen | Ubiquitin carboxyl-terminal hydrolase 1 (Homo sapiens), O94782 | recombinant USP1/UAF1, Ub-Rhodamine cleavage fluorescence | Potency, µM (series often up to 57.1 µM), for inactives: at the top dose activity change, negative = inhibition, actives largely listed as inhibitors | 390,000 compounds, 0.23% hits | AID 743255, 2014; also: potency is read from the fitted curve at half-maximal effect; % is scaled to controls: 0 for no effect and ±100 for the full control effect; nearly all actives have a fitted effect of over 60% in size; inactives centre near -12
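USP1/UAF1 complex (1 nM) preincubated 15 min at room temperature with compound, then Ub-Rho substrate (150 nM final) added. Kinetic fluorescence at 480/540 nm over 6 reads at 60 s intervals; 50 mM HEPES pH 7.8, 0.5 mM EDTA, 0.1 mg/ml BSA, 1 mM TCEP, 0.01% Tween-20.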
TRHR PAM: qHTS for Small Molecule Agonists and Allosteric Enhancers of Human TRH Receptor: Primary Screen for Enhancers; Thyrotropin-releasing hormone receptor (Homo sapiens), P34981; TRHR cells, fluo-8 calcium fluorescence, EC20 TRH enhancement; enhancement, % at 2 µM; 360,000 compounds, 0.66% hits; AID 493056, 2011; in the data active = enhancement above about 30%; also: 0% is about no effect
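TRHR-expressing cells loaded with fluo-8 calcium dye were read kinetically (ex 480/em 530) during compound addition, then stimulated with an EC20 of TRH (10 nM final). Enhancement of the Gq-mediated intracellular calcium response was scored.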
IDH1 R132H inh: qHTS for Inhibitors of mutant isocitrate dehydrogenase 1 (IDH1): qHTS | Isocitrate dehydrogenase [NADP] cytoplasmic (Homo sapiens), O75874 | IDH1-R132H enzyme, NADPH consumption, diaphorase/resazurin fluorescence | Potency, µM (series often up to 76.6 µM), for the others: at the highest dose activity change, negative = inhibition, most hits filed as inhibitors | 390,000 compounds, 0.093% hits; also: potency is read from the fitted curve at half-maximal effect; % is scaled to controls: 0 for no effect and ±100 for the full control effect; nearly all actives have a fitted effect of over 65% in size
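IDH1-R132H (0.5 ug/mL dispensed) in pH 7.5 Tris buffer was preincubated 30 min with compound, then given a substrate mix of 0.016 mM NADPH and 2 mM alpha-KG for 80 min at room temperature; remaining NADPH was read by diaphorase/resazurin fluorescence.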
TrxR1 substrate: qHTS Assay for Substrates of Mammalian Selenoprotein Thioredoxin Reductase 1 (TrxR1): qHTS | 390,000 compounds, 0.01% hits | Thioredoxin reductase 1, cytoplasmic (Rattus norvegicus), O89049 | purified TrxR1 substrate turnover, NADPH consumption readout | AID 588456, 2011 | Potency, µM (doses to about 114 µM), for the others: at the top dose activity change, negative = substrate turnover; also: potency is read from the fitted curve at half-maximal effect; % is scaled to controls: 0 for no effect and ±100 for the full control effect; nearly all actives have a fitted effect of over 50% in size
Target sequence (O89049 whole entry, looked up): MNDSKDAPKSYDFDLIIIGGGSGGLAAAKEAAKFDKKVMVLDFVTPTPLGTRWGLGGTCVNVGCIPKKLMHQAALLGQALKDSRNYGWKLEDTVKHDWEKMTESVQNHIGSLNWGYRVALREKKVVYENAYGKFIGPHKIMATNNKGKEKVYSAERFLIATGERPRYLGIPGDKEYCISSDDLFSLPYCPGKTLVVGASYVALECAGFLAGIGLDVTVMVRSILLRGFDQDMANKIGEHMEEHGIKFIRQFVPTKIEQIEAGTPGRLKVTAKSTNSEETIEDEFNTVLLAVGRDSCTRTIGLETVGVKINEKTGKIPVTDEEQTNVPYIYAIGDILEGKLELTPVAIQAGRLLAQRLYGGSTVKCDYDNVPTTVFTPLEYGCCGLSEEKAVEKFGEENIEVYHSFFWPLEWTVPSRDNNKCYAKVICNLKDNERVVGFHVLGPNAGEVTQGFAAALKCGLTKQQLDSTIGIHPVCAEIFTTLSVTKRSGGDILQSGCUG
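Rat TrxR1, dispensed at 90 nM, was prereduced with 400 uM NADPH (final) for 5 min at ~22 deg C, then incubated with compound 15 min before 400 uM selenite. A first-read NADPH fluorescence drop versus no-compound background flagged substrates.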
rTrxR1 inhibitor: qHTS Assay for Inhibitors of Mammalian Selenoprotein Thioredoxin Reductase 1 (TrxR1): qHTS. Thioredoxin reductase 1, cytoplasmic (Rattus norvegicus), O89049. AID 588453, 2011. recombinant rTrxR1, NADPH fluorescence consumption, selenite substrate. Potency, µM (highest dose often 114 µM), for inactives: top-dose activity change, negative = inhibition, actives largely listed as inhibitors. 390,000 compounds, 1% hits; also: potency is read from the fitted curve at half-maximal effect; % is scaled to controls: 0 for no effect and ±100 for the full control effect; nearly all actives have a fitted effect of over 65% in size
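Rat TrxR1 (90 nM in the dispensed reagent) was pre-reduced with 400 uM NADPH for 5 min at room temperature, then incubated with compound for 15 min. After 400 uM selenite was added, NADPH fluorescence (Ex 340/Em 450 nm) was followed for 8 min.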
PI4K2A inh: qHTS for small molecular inhibitors of PI4K2A; 420,000 compounds, 0.13% hits; AID 1346378, 2018; purified PI4K2A, ADP-Glo luminescence, 1 h; hits give low values; activity change, negative = inhibition, % at 76.9 µM; Phosphatidylinositol 4-kinase type 2-alpha (Homo sapiens), Q9BTU6; in the data active = activity change below about -50%; inconclusive = mostly about -30% to -49%;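 also: -100% = wells without enzyme as full effect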
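Compounds are screened against recombinant PI4K2A using PI as substrate and ATP, the latter dispensed at 300 microM. Reactions run one hour at ambient temperature before ADP-Glo detection; full inhibition defined by wells lacking enzyme.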
D2 agonist: HTS Assay for Allosteric Agonists of the Human D2 Dopamine Receptor: Primary Screen for Agonists; HEK293 T-REx D2 cells, calcium flux agonist mode; 340,000 compounds, 0.53% hits; activation, % at 2 µM; AID 485358, 2010; D(2) dopamine receptor (Homo sapiens), P14416;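 active = activation over 3 SD above normal in the single-dose calcium agonist read, cut at about 30% in these data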; also: 0% is about no effect
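Calcium-flux readout, 1 cycle/sec over 180 s following compound pin transfer, in inducible HEK293 Trex D2 cells (force-coupled); dopamine controls included. Positive calcium responses during this window marked compounds as potential agonists.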
* hit, by the source's call; ? = inconclusive; / = not tested or not shown; & = joins results of further samples; [ ] = dose if it differs, or a comment. Unless noted, calls follow the shape of the dose curve; as a rule, active = well fitted inhibition curve with a large enough effect; inconclusive = small, poorly fitted or top-dose-only effect; inactive = no such curve, though single readings can be large or run the other way.

Every second line gives: D2 antag, TRHR ag, USP1 inh, TRHR PAM, IDH1 R132H inh, TrxR1 substrate, rTrxR1 inhibitor, PI4K2A inh, D2 agonist
1	S=C(NC1CC1)N1CCc2ccccc2C1
 : -27, -0.2, -1%, -1, 2%, -3%, 15%, 1, 0.3
2	CCOC(=O)c1c(Nc2ccc(C)cc2)nnc(-c2ccccc2)c1-c1ccccc1
 : /, -0.2, -28%, -9, -6%, -2%, 10%, -6, /
3	CN1C[C@@H]2[C@@H]3C(=O)N(Cc4ccccc4)C(=O)[C@@H]3[C@](C)(C1=O)N2C(=O)c1ccc(Cl)cc1
 : /, /, ?, /, 14%, 4%[57.1 µM], 1%[57.1 µM], 1, /
4	CCOC(=O)Cc1c(C)nc2c(-c3ccccc3)cnn2c1C
 : -11, -0.4, -10%, 0, 3%, -10%, -9%, 3, -0.6
5	COc1cccc(CC(=O)N2CCCC(CCC(=O)N3CCN(c4ccccn4)CC3)C2)c1 (centres undefined)
 : 4, -0.2, -5%, 0, -11%, 20%[57.1 µM], 18%[57.1 µM], 1, -0.5
6	CCNc1nc(NCC)n2c(SCC(=O)O)nnc2n1
 : 6, -0.2, 8%, 2, 8%, -4%, -6%, -8, 0.7
7	COc1ccc(S(=O)(=O)N2CCCCC2)cc1NC(=O)c1ccc([N+](=O)[O-])o1
 : 19, 0.5, -20%, -17, -12%, -8%, -6%, -1, -0.4
8	CCOC(=O)c1c(S(=O)(=O)N2CCCC(C(=O)Nc3ccc(C)cn3)C2)c(C)n(C)c1C (centres undefined)
 : 6, -0.4&-0.3, -16%&-14%, 11&0, 0%&-15%, -14%, -32%, 0&-1, 0.0
9	CN(C(=O)CSc1cccc[n+]1[O-])c1ccccc1
 : /, /, -18%, /, -17%, 1%, 13%, -1, /
10	O=C(O)c1c(NC(=O)N(CCO)Cc2ccccc2)sc2c1CCCC2
 : -27, -0.9, -17%, -8, -3%, -4%, 2%, -2, -0.9
11	Clc1cccc(OCCCCCN2CCOCC2)c1
 : -7, 0.7, -9%, -10, -2%, 2%, 26%, 0, 1.1
12	C/C=C(/C)C(=O)Nc1cccc(C2=NOC3(C2)C[C@@H](C(N)=O)N(C(=O)[C@H]2CCC(=O)N2)C3)c1 (some centres undefined)
 : 17, 0.0, 1%, 5, 8%, 1%, 13%, 5, -0.1
13	NC(=O)COC(=O)c1sc2ccccc2c1Cl
 : -4, 0.0, -7%, 1, 16%, 10%[57.1 µM], -5%[57.1 µM], -3, 0.0
14	COc1ccc(CCNC(=O)c2cc(-c3ccc4c(c3)OCO4)on2)cc1OC
 : 7, 1.0, -18%, 11, 1%, 12%, 13%, 3, -1.5
15	CCC(C(=O)NC1CCCC1)N(C(=O)Cn1nnc(-c2ccc(OC)c(OC)c2)n1)C1CCCCC1 (centres undefined)
 : -11, -0.2, -8%, -16, 0%, -5%, 8%, -2, -0.7
16	CC1CCCCC1NC(=O)c1ccc(CSc2nc3ccncc3[nH]2)cc1 (centres undefined)
 : 5, -0.3, -5%, -5, 10%, 1%, 17%, -3, -0.8
17	CC(C)Sc1nc2c(cnn2-c2ccc(Cl)cc2)c(=O)[nH]1
 : -11, -0.8, 2%, -8, 3%, -3%[57.1 µM], 1%[57.1 µM], 2, 0.1
18	CC(=O)/C(=C/N(C)C)Sc1ccc(C)cc1
 : -11, 0.1, 7%, 15, 1%, 4%, 9%, 13, 0.3
19	O=C(Nc1ccc(C(=O)N2CCCc3ccccc32)cc1)c1cccs1
 : -5, 0.5, -5%, 3, 0%, -5%, 17%, 2, 0.9
20	Cc1ccnc(SCC(=O)NC2CC2)n1
 : 6, 0.3, -5%, -4, -4%, -2%, 6%, -5, 1.6
21	Cc1cc([N+](=O)[O-])c(C(C)(C)C)cc1N
 : 8, -0.1, 6%, -2, 5%, 2%[57.1 µM], 5%[57.1 µM], 3, 0.3
22	O=C(/C=C/c1ccc(Cl)cc1)Nc1ccc(Br)cn1
 : -8, 0.0, 0%, -3, 2%, 7%[57.1 µM], 16%[57.1 µM], 4, 0.3
23	Cc1ccc2oc(C(=O)N3CCN(Cc4ncccc4C)CC3)c(C)c2c1
 : -8, -1.9, -19%, -3, 0%, -4%, ?, 8, -0.7
24	Cc1cc(/C=C(\C#N)C(=O)NCc2cccs2)c(C)n1-c1ccccc1F
 : -8, 0.8, -21%, -9, 0%, -2%[11.4 µM], -4%[11.4 µM], 6, 0.6
25	CC(=O)N1CCN(c2ccc(Oc3nc(-c4ccccc4)nc4ccccc34)cc2)CC1
 : /, /, -12%, /, -4%, -2%, 19%, 2, /
26	CCOC(=O)C1CCN(C(=O)c2ccc(OCC(=O)Nc3cccc(C(F)(F)F)c3)c(OC)c2)CC1
 : -14, -0.1, -4%, -3, -8%, -15%, -7%, 3, 7.4
27	CCOc1cc(C)nc(N2CCC(C(=O)NCC3CCCO3)CC2)n1 (centres undefined)
 : /, /, -24%, /, 3%, 3%, 13%, 0, /
28	Cc1ccccc1Nc1nc(N)nc(CSc2nnc(C)n2C)n1
 : -6, 0.0, -11%, -2, 5%, 6%[57.1 µM], 12%[57.1 µM], -3, 0.5
29	Cc1oc(C)c2c(=O)ccc3c(c12)OC(N)=C(C#N)C3c1ccccc1Cl (centres undefined)
 : -5, -0.9, -26%, 8, ?, 5%[57.1 µM], ?, 3, -0.4
30	COc1ccc(C(CC(=O)O)NC(=O)Nc2ccccc2)cc1OC (centres undefined)
 : -4, 0.2, 0%, -8, 4%, 11%, 19%[57.1 µM], 4, 0.1
31	Cc1ccccc1N(C(=O)c1cccs1)c1nc2ccccc2s1
 : /, 0.4, -6%, 1, 7%, 18%, 37%[57.1 µM], 2, /
32	CCN(CC)CCNC(=S)Nc1ccc2nc(N3CCN(CC)CC3)cc(C)c2c1
 : -8, 0.9, -23%, 0, 9%, 3%, -5%, 15, 1.0
33	COc1ccc(S(=O)(=O)N2CCN(C(=O)c3sccc3-c3ccccc3)CC2)cc1
 : -21, 0.1, -5%, 8, -5%, 4%, 8%, -4, -0.5
34	COc1ccc(Cl)cc1NS(=O)(=O)c1cccc(C(=O)N2CC(C)OC(C)C2)c1 (centres undefined)
 : -22, 0.0, -4%, -5, 2%, 0%, 5%, 3, 0.6
35	O=c1[nH][nH]cc1C=Nc1ccc(Oc2ccccc2)cc1
 : 6, -0.1, -12%, -5, 9%, -8%[57.1 µM], 19%[57.1 µM], 2, 0.5
36	COC(=O)c1nnn(-c2ccsc2C(=O)OC)c1C(=O)OC
 : -7, -0.1, -23%, -3, 3%, 1%[57.1 µM], 17%[57.1 µM], -4, 1.4
37	Cc1ccccc1-n1c(SC(C)C(N)=O)nnc1-c1cccnc1 (centres undefined)
 : /, 0.6, 6%, 2, -8%, 5%, 0%, 4, /
38	COc1ccc(Cn2c(=O)[nH]c3cc(C(=O)N4CCN(c5cccc(Cl)c5)CC4)ccc3c2=O)cc1
 : /, 0.5, -10%, 2, -11%, 6%[2.29 µM], 7%, -1, 1.2
39	CCN(CC)S(=O)(=O)c1cccc(C(=O)Oc2cccnc2)c1
 : -11, 0.5, -2%, -2, 3%, -9%, -31%, 29, 0.1
40	COc1ccccc1CN1CCNC(=O)C1CC(=O)NCCCn1cccn1 (centres undefined)
 : 1, 0.4, 1%, -1, 9%, 6%[57.1 µM], 10%[57.1 µM], 2, 0.0
41	C=CCn1c(SCc2ccc(Br)cc2F)nc2cc(C(=O)O)ccc2c1=O
 : 7, -0.4, -19%, 18, -17%, 1%, -5%, -5, -0.6
42	C/C(=N\NC(=O)c1ccccc1)c1ccccc1Br
 : -4, -0.5, -4%, -3, 3%, 0%[57.1 µM], 22%[57.1 µM], -2, -0.4
43	COc1cc(OC)cc(-c2oc(=O)c3cc(OC)c(OC)cc3c2C(F)(F)F)c1
 : /, /, 0%, /, -15%, 2%[57.1 µM], -1%[57.1 µM], 0, /
44	O=c1cc(-c2ccccc2)nc(SCc2ccccc2F)[nH]1
 : -7, -0.4, -9%, -5, 0%, 11%[57.1 µM], 12%, 8, -0.3
45	O=C(CCN1CCOCC1)N1CCCC(Nc2cccc(F)c2)C1 (centres undefined)
 : 4, 0.6, -21%, -1, 0%, 3%, 18%, -10, -0.2
46	CCN(CC)C(=O)C(=O)Nc1ccc(OCc2ccccc2)cc1
 : 9, 0.8, -8%, 3, 5%, 4%[57.1 µM], 4%[57.1 µM], -22, 0.0
47	Cc1ccc(N/C=C2\CCCCC2=O)nc1
 : 9, -0.2, 0%, -4, 32%, -6%[57.1 µM], 1%[57.1 µM], 1, 0.0
